Screens as filed in PubChem BioAssay.
HKDC1 inhibitor: HKDC1 hexokinase inhibitors, primary screen, biochemical, fluorescence, uHTS. Q2TB90. recombinant HKDC1, G6PDH/diaphorase resazurin coupled fluorescence. inhibition, % at 20 µM. hit rate 0.16% among 340,000. AID 493160, 2011;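 active means inhibition above about 35% when tested at 20 µM, limit read from the data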;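 further: plate controls were DMSO wells with enzyme for no effect and DMSO wells lacking enzyme for full effect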
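test system = in-house recombinant HK5 (HKDC1) enzyme | amount = HKDC1 at 5 µg/mL | control set = DMSO-enzyme wells negative, buffer-substituted wells positive | compound = one dose of 20 µM, 1% DMSO | schedule = reaction time 90 min, room temperature, protected from light | technique = resorufin fluorescence at 613 nm | reagent = glucose with 1 mM ATP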
SENP8 block-1: human SENP8 protease inhibitors, primary screen, biochemical, fluorescence, Nedd8 protein substrate, uHTS; Sentrin-specific protease 8 (Homo sapiens), Q96LD8; recombinant SENP8; inhibition, % at 20 µM; hit rate 0.64% among 360,000; AID 602440, 2012; in the data active means inhibition mostly above about 40%, no sharp cut-off; inactive means mostly below about 27%
Target sequence (Q96LD8 whole entry, looked up): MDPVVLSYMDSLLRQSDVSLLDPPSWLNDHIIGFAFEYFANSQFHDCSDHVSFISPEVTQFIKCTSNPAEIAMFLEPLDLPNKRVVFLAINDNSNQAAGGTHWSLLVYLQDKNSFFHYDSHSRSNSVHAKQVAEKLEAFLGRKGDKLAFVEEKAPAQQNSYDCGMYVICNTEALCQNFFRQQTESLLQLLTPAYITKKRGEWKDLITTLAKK
UBC13 polyUb: UBC13 polyubiquitin chain formation inhibitors, primary screen, biochemical, TR-FRET, uHTS; Ubiquitin-conjugating enzyme E2 N (Homo sapiens), P61088; inhibition, % at 20 µM; hit rate 0.47% among 330,000; AID 485273, 2010; in the data active means inhibition above about 45%, passing the limit was not always enough
Target sequence (P61088 whole entry, looked up): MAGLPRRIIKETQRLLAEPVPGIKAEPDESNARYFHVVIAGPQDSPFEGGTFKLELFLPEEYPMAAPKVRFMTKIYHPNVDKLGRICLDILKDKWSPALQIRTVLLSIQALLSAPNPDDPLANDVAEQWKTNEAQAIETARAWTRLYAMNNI
SENP7 block: SENP7 protease inhibitors, primary screen, biochemical, luminescence, uHTS | Sentrin-specific protease 7 (Homo sapiens), Q9BQF6 | recombinant SENP7, Z-RLRGG-aminoluciferin luminescence, 40 min | inhibition, % at 5 µM | hit rate 1.5% among 330,000 | AID 434973, 2010;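 active means inhibition above about 50% at the single test dose, limit read from the data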;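 further: plate controls were DMSO with enzyme for no effect and no enzyme buffer wells for full effect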
Target sequence (Q9BQF6 706-1050 limits assumed): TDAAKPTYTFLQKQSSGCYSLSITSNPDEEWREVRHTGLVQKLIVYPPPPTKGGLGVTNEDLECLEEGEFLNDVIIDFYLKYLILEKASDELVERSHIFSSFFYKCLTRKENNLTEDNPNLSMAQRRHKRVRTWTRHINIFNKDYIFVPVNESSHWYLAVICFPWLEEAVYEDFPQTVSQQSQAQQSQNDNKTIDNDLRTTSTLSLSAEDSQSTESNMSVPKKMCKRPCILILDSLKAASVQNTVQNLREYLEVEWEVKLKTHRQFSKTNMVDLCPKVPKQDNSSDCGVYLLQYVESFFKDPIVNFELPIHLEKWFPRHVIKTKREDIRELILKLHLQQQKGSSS
MIN6 prolif: inducers of MIN6 beta-cell proliferation, primary screen, ATP luminescence, uHTS; proliferation, % at 10 µM; MIN6 cells proliferation, ATPlite luminescence, 48 h; cells starved in 0.2% serum; 100% = growth in 10% serum; hit rate 0.29% among 330,000;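 active means compounds whose signal lies at least 3.5 SD above the mean of all wells on their plate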;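 further: 0% = DMSO-treated cells in low-serum medium and 100% = 10% serum control; some compounds called inactive have numbers as strong as hits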
PfGluPho inh: PfG6PD enzyme inhibitors, primary screen, biochemical, fluorescence intensity, uHTS. glucose-6-phosphate dehydrogenase-6-phosphogluconolactonase (Plasmodium falciparum 3D7). PfGluPho enzyme, NADPH resazurin-diaphorase fluorescence. inhibition, % at 20 µM. hit rate 0.78% among 350,000. AID 504690, 2011;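 active means inhibition reaching at least a set limit at 20 µM in the primary screen, cut at about 59% in these data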;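 further: 0% = DMSO wells with substrate and 100% = DMSO wells lacking glucose-6-phosphate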
SENP1 FRET inh: human SENP1 catalytic domain inhibitors, primary screen, biochemical, FRET, uHTS; Sentrin-specific protease 1 (Homo sapiens), Q9P0U3; recombinant SENP1 catalytic domain, CyPet-SUMO1-YPet FRET cleavage; inhibition, % at 10 µM; hit rate 0.21% among 360,000;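 active means inhibition at least 30% at 10 µM, raw YFP signal under a set limit, fluorescence ratio 0.5 to 1.5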;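 further: 0% = enzyme with DMSO and 100% = no enzyme wells; some results filed as inactive read as strong as hits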
Target sequence (Q9P0U3 419-644 limits assumed): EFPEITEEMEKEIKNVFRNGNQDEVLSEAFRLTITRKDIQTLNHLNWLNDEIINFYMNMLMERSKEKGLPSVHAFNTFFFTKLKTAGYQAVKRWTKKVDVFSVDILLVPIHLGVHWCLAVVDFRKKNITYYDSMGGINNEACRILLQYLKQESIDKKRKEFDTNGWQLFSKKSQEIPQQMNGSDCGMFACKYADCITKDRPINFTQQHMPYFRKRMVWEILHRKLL
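System: Recombinant human SENP1 catalytic domain, His6-tagged | Incubation: Enzyme reaction for 50 min at room temperature, dark | Medium: Tris pH 8 with BME, BSA, NP40 and catalase | Also added: 25 nM SUMO1 FRET substrate | Compound: 10 µM single point, 0.5% DMSO | Measured by: FRET fluorescence in CFP and YFP emission channels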
SENP8 block-2: SENP8 protease inhibitors, primary screen, biochemical, luminescence | purified SENP8, Z-RLRGG-aminoluciferin cleavage | inhibition, % at 10 µM | hit rate 1.2% among 330,000 | AID 2540, 2010; in the data active means inhibition above about 50%
SENP6 block: SENP6 protease inhibitors, primary screen, biochemical, luminescence, uHTS; Recombinant SENP6 catalytic domain, aminoluciferin luminescence; inhibition, % at 10 µM; hit rate 1.8% among 330,000; AID 2599, 2010;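 active means inhibition above about 50% at the single tested dose, limit read from the data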;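 further: plate controls were DMSO wells with enzyme for no effect and DMSO wells lacking enzyme for full effect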
* marks the source's active call; other numbers are inactive results.

`COC(=O)C1=CNC=C(C(=O)OC)C1c1ccc(Cl)cc1` gave HKDC1 inhibitor 4.5, SENP8 block-1 inactive, UBC13 polyUb 18.5, SENP7 block 1.8, MIN6 prolif 1.1, PfGluPho inh 14.1, SENP1 FRET inh -44.9, SENP8 block-2 -5.5 and SENP6 block -21.8.
For CC(OC(=O)CN(C)S(=O)(=O)c1ccc(Cl)cc1)C(=O)Nc1ncc(Cl)cc1Cl (stereo not given) the results were HKDC1 inhibitor -7.8, SENP8 block-1 5.3, UBC13 polyUb 2.3, SENP7 block 1.4, MIN6 prolif -2.2, PfGluPho inh -6.8, SENP1 FRET inh 3.6, SENP8 block-2 1.6 and SENP6 block -8.0.
CCOC(=O)c1ccc(N2C(=O)c3n[nH]c(C)c3C2c2ccc(OC)cc2OC)cc1 (stereo not given) was read as HKDC1 inhibitor -0.9, SENP8 block-1 10.1, UBC13 polyUb 5.2, SENP7 block 1.3, MIN6 prolif -2.3, PfGluPho inh -10.5, SENP1 FRET inh 1.8, SENP8 block-2 3.0 and SENP6 block -2.6.
CCC(C)Cn1c(S(=O)(=O)O)nc2ccccc21 (stereo not given) was read as HKDC1 inhibitor 0.1, SENP8 block-1 12.3, UBC13 polyUb -2.8, SENP7 block 0.2, MIN6 prolif 1.5, PfGluPho inh -9.7, SENP1 FRET inh 1.4, SENP8 block-2 -1.7 and SENP6 block -2.6.
`COc1ccccc1C(CNC(=O)c1cccc(S(=O)(=O)Nc2ccc(C)cc2)c1)N(C)C` (stereo not given) gave HKDC1 inhibitor -3.1, SENP8 block-1 -1.1, UBC13 polyUb 14.7, SENP7 block 1.8, MIN6 prolif -3.5, PfGluPho inh -3.0, SENP1 FRET inh -1.8, SENP8 block-2 3.7 and SENP6 block -1.6.
O=C(COc1ccc2c3c(c(=O)oc2c1)CCC3)Nc1ccc(CN2CCOCC2)cc1 was read as HKDC1 inhibitor 7.3, SENP8 block-1 -109.1, UBC13 polyUb 9.8, SENP7 block 8.9, MIN6 prolif -0.6, PfGluPho inh -0.9, SENP1 FRET inh 0.6, SENP8 block-2 1.6 and SENP6 block 2.8.
`Cc1ccccc1NC(=S)NC1(C)CCS(=O)(=O)C1` (stereo not given) gave HKDC1 inhibitor -4.9, SENP8 block-1 6.5, UBC13 polyUb -15.8, SENP7 block -5.1, MIN6 prolif 3.8, PfGluPho inh -2.0, SENP1 FRET inh 2.7, SENP8 block-2 -12.3 and SENP6 block 0.1.
For Cc1cc(NC(=O)CN2C(=O)NC(C)(CCc3ccccc3)C2=O)no1 (stereo not given) the results were HKDC1 inhibitor -6.7, SENP8 block-1 11.2, UBC13 polyUb 10.7, SENP7 block -6.2, MIN6 prolif -2.9, PfGluPho inh -32.4, SENP1 FRET inh 3.4, SENP8 block-2 1.5 and SENP6 block 14.5.
`CCC(C(=O)Nc1ccccc1Cl)n1nc(C)c2c(C)n(-c3ccccc3)nc2c1=O` (stereo not given) gave HKDC1 inhibitor -1.2, SENP8 block-1 11.1, UBC13 polyUb 1.2, SENP7 block -3.1, MIN6 prolif 2.2, PfGluPho inh 18.8, SENP1 FRET inh -6.4, SENP8 block-2 5.9 and SENP6 block 16.5.
`Cc1cc(SCC(=O)OCC(=O)c2c(N)n(C)c(=O)n(C)c2=O)c(C)cc1Br` gave HKDC1 inhibitor -3.5, SENP8 block-1 2.8, UBC13 polyUb -12.8, SENP7 block -6.6, MIN6 prolif -1.2, PfGluPho inh 8.2, SENP1 FRET inh 0.8, SENP8 block-2 -0.1 and SENP6 block 5.2.
Screening Cc1[nH][nH]c(=O)c1C returned HKDC1 inhibitor -8.0, SENP8 block-1 8.5, UBC13 polyUb 1.6, SENP7 block 7.3, MIN6 prolif -2.6, PfGluPho inh -9.1, SENP1 FRET inh 2.8, SENP8 block-2 6.3 and SENP6 block 5.9.
COc1cccc(NC(=O)N2CCCC(C(=O)NC3CCCCC3C)C2)c1 (stereo not given) was read as HKDC1 inhibitor 5.5, SENP8 block-1 0.5, UBC13 polyUb 2.3, SENP7 block -2.2, MIN6 prolif -1.7, PfGluPho inh -27.3, SENP1 FRET inh 2.2, SENP8 block-2 0.8 and SENP6 block -10.9.
Screening CC(=O)c1ccc(NS(=O)(=O)c2ccc(N/C=C/C(=O)c3ccc(F)cc3)cc2)cc1 returned HKDC1 inhibitor -4.6, SENP8 block-1 -350.9, UBC13 polyUb 1.2, SENP7 block -7.4, MIN6 prolif -0.1, PfGluPho inh -13.9, SENP1 FRET inh -59.0, SENP8 block-2 -0.9 and SENP6 block 8.8.
Screening O=C(O)c1ccc(/C=N/NC(=O)c2cc(-c3ccc4c5c(cccc35)CC4)n[nH]2)cc1 returned HKDC1 inhibitor 13.4, SENP8 block-1 -20.3, UBC13 polyUb -4.0, SENP7 block 16.9, MIN6 prolif 2.6, PfGluPho inh 1.9, SENP1 FRET inh 2.1, SENP8 block-2 7.4 and SENP6 block -1.6.
Screening CC1CCc2cc(F)ccc2N1C(=O)CSc1nnc2c(n1)[nH]c1ccccc12 (stereo not given) returned HKDC1 inhibitor -3.1, SENP8 block-1 -16.4, UBC13 polyUb -31.8, SENP7 block -3.1, MIN6 prolif -3.0, PfGluPho inh 5.9, SENP1 FRET inh -8.7, SENP8 block-2 -0.8 and SENP6 block -21.5.
For CCOc1ccc(/C=N/NC(=O)c2[nH]ncc2Br)c(O)c1 the results were HKDC1 inhibitor 16.8, SENP8 block-1 -6.8, UBC13 polyUb -4.6, SENP7 block 102.1*, MIN6 prolif -3.7, PfGluPho inh -11.0, SENP1 FRET inh -104.2, SENP8 block-2 98.0* and SENP6 block 99.1*.
Screening CCC(C(=O)NC1CCCCCC1)n1nc(C)n2c(cc3occc32)c1=O (stereo not given) returned HKDC1 inhibitor -0.7, SENP8 block-1 2.2, UBC13 polyUb -2.0, SENP7 block -14.0, MIN6 prolif -2.4, PfGluPho inh -9.0, SENP1 FRET inh -0.5, SENP8 block-2 -8.7 and SENP6 block -6.6.
Screening CC(=O)NC(CCCCNC(=S)NC1CCCCC1)C(=O)O (stereo not given) returned HKDC1 inhibitor -7.3, SENP8 block-1 5.8, UBC13 polyUb -2.1, SENP7 block 4.0, MIN6 prolif -1.4, PfGluPho inh -24.1, SENP1 FRET inh -0.6, SENP8 block-2 -2.5 and SENP6 block 11.4.
Screening CC(C)(C)C(O)(CC#CCN1CCCC1)c1ccccc1 (stereo not given) returned HKDC1 inhibitor -10.2, SENP8 block-1 11.5, UBC13 polyUb 1.5, SENP7 block -8.1, MIN6 prolif 0.1, PfGluPho inh -6.2, SENP1 FRET inh 1.7, SENP8 block-2 -6.3 and SENP6 block -14.9.
`CCOC(=O)c1cnn(Cc2ccc(C)cc2)c1N` gave HKDC1 inhibitor -5.4, SENP8 block-1 -1.8, UBC13 polyUb 4.0, SENP7 block -1.1, MIN6 prolif -0.3, PfGluPho inh -13.6, SENP1 FRET inh -1.0, SENP8 block-2 2.1 and SENP6 block -10.3.
Screening Cn1c(N)c(C(=O)CSc2nnnn2-c2ccccc2)c(=O)n(C)c1=O returned HKDC1 inhibitor 5.5, SENP8 block-1 24.4, UBC13 polyUb -1.3, SENP7 block 0.2, MIN6 prolif -1.9, PfGluPho inh 7.6, SENP1 FRET inh 2.7, SENP8 block-2 -1.2 and SENP6 block 6.0.
For CN(CC(=O)Nc1ccc(F)c(F)c1F)C(=O)C1=COCCO1 the results were HKDC1 inhibitor 2.1, SENP8 block-1 -0.8, UBC13 polyUb 9.0, SENP7 block 8.9, MIN6 prolif -0.3, PfGluPho inh -2.3, SENP1 FRET inh 2.3, SENP8 block-2 -1.7 and SENP6 block 8.2.
Cc1cnc(C(=O)OCC(=O)N2CCC(C)CC2)cn1 was read as HKDC1 inhibitor -1.1, SENP8 block-1 4.9, UBC13 polyUb 3.6, SENP7 block 1.7, MIN6 prolif 2.2, PfGluPho inh 8.0, SENP1 FRET inh -3.5, SENP8 block-2 -3.8 and SENP6 block -8.8.
Cc1ccc(S(=O)(=O)N(C)c2ccc(OCC(=O)OCc3cccc(Br)c3)cc2)cc1 was read as HKDC1 inhibitor 1.1, SENP8 block-1 6.0, PfGluPho inh 4.8 and SENP1 FRET inh -1.9.
`COc1ccc(Cl)cc1N1CC(c2nc3ccccc3[nH]2)CC1=O` (stereo not given) gave HKDC1 inhibitor -2.1, SENP8 block-1 3.4, UBC13 polyUb 0.8, SENP7 block -0.4, MIN6 prolif 1.8, PfGluPho inh -8.6, SENP1 FRET inh 0.5, SENP8 block-2 -2.2 and SENP6 block -8.0.
For COc1cc(OC)nc(Oc2ccccc2C(=O)Oc2ccc(Cl)cc2)n1 the results were HKDC1 inhibitor 2.7, SENP8 block-1 12.6, UBC13 polyUb 2.4, SENP7 block 3.0, MIN6 prolif -3.4, PfGluPho inh 26.8, SENP1 FRET inh -0.9, SENP8 block-2 2.2 and SENP6 block -5.1.
Screening O=S(=O)(c1ccc(OCC(O)CN2CCC(Cc3ccccc3)CC2)cc1)N1CCOCC1 (stereo not given) returned HKDC1 inhibitor 1.9, SENP8 block-1 -0.6, UBC13 polyUb 11.3, SENP7 block 6.7, MIN6 prolif -0.8, PfGluPho inh 11.2, SENP1 FRET inh -1.9, SENP8 block-2 4.2 and SENP6 block -2.5.
`COC(=O)C(CCSC)NC(=O)c1cc2c(n(-c3ccccc3)c1=O)CC(C)(C)CC2=O` (stereo not given) gave HKDC1 inhibitor -3.6, SENP8 block-1 -50.2, UBC13 polyUb 6.1, SENP7 block 3.0, MIN6 prolif 0.0, PfGluPho inh -10.0, SENP1 FRET inh 2.2, SENP8 block-2 0.5 and SENP6 block 1.2.
`Cc1ccccc1SCC(=O)OCC(=O)NCCNC(=O)COC(=O)CSc1ccccc1C` gave HKDC1 inhibitor 1.9, SENP8 block-1 -0.2, UBC13 polyUb 6.2, SENP7 block -4.6, MIN6 prolif 0.4, PfGluPho inh 5.2, SENP1 FRET inh 4.3, SENP8 block-2 5.6 and SENP6 block 5.0.
`CCOC(=O)c1ccc(N2CCN(c3ccccc3F)CC2)c(NC(=O)Nc2cccc(OC)c2)c1` gave HKDC1 inhibitor -7.1, SENP8 block-1 10.6, UBC13 polyUb 4.9, SENP7 block 1.2, MIN6 prolif -4.0, PfGluPho inh 5.3, SENP1 FRET inh 4.0, SENP8 block-2 4.6 and SENP6 block -1.8.
